Screening data: PubChem, several laboratories
GalR3 antagonist = GalR3 antagonists in HEK293 cells, primary screen, cell-based, fluorescence readout; inhibition, % at 3 µM; HEK293 GalR3-CNG cAMP membrane potential fluorescence; galR3 body fused to GalR1 C-terminus; 0.44% of 360,000 active; AID 651719, 2012;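 active = inhibition above the screen-wide average plus 3 SD, cut at about 13% in these data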;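 also: forskolin and galanin both at EC90 stimulate the cells; cAMP rise reported by CNG channel membrane potential dye signal; 0% = forskolin plus galanin with DMSO and 100% = forskolin alone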
MEKK3 PB1 HTS = modulators of MEKK3-MEK5 PB1 binding, primary screen, biochemical, wildtype MEKK3, multiplex bead flow cytometry, Alexa488-MEK5; bead-based flow cytometry, Alexa488-MEK5 binding to MEKK3; actives lie on both sides; 0 = blocked by unlabeled MEK5, 100 = vehicle; 1.4% of 290,000 active; binding response (% of control), % at 10 µM;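 active = binding response more than 3 SD above or below the average of its plate-row segment, actives on both sides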;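 also: Alexa488 bead fluorescence after subtracting the streptavidin-only scavenger bead signal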
CRFR2-BP ag = agonists of CRF-BP/CRF-R2 complex, primary screen, cell-based, HEK293, calcium dye fluorescence, uHTS. calcium dye fluorescence (FLIPR); percent of saturating CRF peptide response. CRF-binding protein / CRF receptor 2 complex (human). AID 588473, 2011. activation, % at 13.2 µM. 0.46% of 350,000 active;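 active = activation of at least 50%, plus an integration ratio under a set limit after plate pattern correction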;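 also: plate controls were neutral control wells without compound for no effect and CRF at EC100 for full effect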
CRFR2-BP antag = antagonists of CRF-BP/CRF-R2 complex, primary screen, cell-based, HEK293, calcium dye fluorescence, uHTS. CRF-induced calcium fluorescence. 0.59% of 350,000 active. inhibition, % at 11.8 µM;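 active = inhibition of the ligand-induced calcium signal above about 50% at the single tested concentration, limit read from the data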
IDE cell activ = human IDE activators in live cells, primary screen, fluorescence polarization, HEK cells, FAbeta-B substrate; Insulin-degrading enzyme (Homo sapiens), P14735; FAbeta-B cleavage; 0% vehicle, 100% cell-free pure enzyme wells; activation, % at 5.96 µM; 0.073% of 340,000 active;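 active = activation above the mean of all tested compounds plus 3 SD, set per screening campaign, cut at about 17% in these data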
IDE cell inh = human IDE inhibitors in live cells, primary screen, fluorescence polarization, HEK cells, FAbetaB substrate. inhibition, % at 5.59 µM. FAbetaB cleavage. AID 434962, 2010. 0.41% of 320,000 active;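 active = percent inhibition above the average of all tested compounds plus 3 SD, set per screening campaign, cut at about 16% in these data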;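 also: IDE supplied by intact live HEK cells; FP after avidin binding of uncleaved biotin substrate so inhibition keeps polarization high; 0% = DMSO wells and 100% = 60 µM reference IDE inhibitor Ii1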
p-CIP stab down = p/CIP-EGFP fusion destabilizers, primary screen, fluorescence, F442A cells | Q05BA5 | 16 h | decrease of EGFP signal, % at 10 µM | 0.01% of 290,000 active | AID 1984, 2009;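 active = EGFP signal decrease of at least 30% at 10 µM or well 3 SD below plate mean, unless failing retest; inactive = the rest, including hits failing retest or dose response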; also: some compounds called inactive have numbers as strong as hits; many of its hits are not listed in these tables
Target sequence (Q05BA5 1-1403): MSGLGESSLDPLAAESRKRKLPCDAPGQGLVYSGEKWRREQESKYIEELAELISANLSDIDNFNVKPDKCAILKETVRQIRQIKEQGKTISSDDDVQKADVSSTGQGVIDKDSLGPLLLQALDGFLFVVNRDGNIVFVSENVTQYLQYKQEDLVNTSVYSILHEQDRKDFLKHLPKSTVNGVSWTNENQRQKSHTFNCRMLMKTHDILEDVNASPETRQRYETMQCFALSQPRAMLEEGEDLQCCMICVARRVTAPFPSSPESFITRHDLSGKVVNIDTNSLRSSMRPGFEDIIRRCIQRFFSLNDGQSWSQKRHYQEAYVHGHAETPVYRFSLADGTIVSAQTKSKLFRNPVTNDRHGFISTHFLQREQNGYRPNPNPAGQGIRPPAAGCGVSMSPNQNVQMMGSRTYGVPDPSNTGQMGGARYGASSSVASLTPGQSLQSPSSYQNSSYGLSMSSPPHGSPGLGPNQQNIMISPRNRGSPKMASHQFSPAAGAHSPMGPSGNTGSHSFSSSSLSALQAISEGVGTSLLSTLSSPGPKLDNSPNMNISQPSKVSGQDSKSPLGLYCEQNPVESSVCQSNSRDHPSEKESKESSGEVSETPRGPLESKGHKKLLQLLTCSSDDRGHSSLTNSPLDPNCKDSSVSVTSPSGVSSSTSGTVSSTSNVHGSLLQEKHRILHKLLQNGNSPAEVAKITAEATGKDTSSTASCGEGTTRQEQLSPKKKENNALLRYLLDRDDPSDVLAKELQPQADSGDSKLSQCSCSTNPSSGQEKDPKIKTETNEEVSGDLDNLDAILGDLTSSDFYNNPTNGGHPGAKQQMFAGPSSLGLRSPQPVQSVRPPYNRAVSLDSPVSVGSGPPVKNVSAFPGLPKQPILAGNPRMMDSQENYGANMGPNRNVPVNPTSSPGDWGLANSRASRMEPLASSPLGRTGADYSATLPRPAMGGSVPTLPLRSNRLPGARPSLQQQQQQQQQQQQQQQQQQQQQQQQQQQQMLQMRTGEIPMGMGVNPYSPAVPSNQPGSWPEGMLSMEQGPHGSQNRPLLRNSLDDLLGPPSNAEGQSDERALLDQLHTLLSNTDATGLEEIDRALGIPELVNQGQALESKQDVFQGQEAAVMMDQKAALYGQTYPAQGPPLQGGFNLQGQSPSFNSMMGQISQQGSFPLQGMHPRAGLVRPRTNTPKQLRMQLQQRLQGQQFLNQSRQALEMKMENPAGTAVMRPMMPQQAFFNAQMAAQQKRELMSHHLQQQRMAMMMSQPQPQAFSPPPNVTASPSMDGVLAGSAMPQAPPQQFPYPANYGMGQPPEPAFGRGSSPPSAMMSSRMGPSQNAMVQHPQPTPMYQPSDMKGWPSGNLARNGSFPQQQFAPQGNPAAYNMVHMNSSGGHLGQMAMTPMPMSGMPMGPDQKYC
PHOSPHO1 block = PubChem AID 1565; Phosphoethanolamine/phosphocholine phosphatase (Homo sapiens), Q8TCT1; 1.1% of 290,000 active; recombinant PHOSPHO1, absorbance phosphatase assay; inhibition, % at 13.3 µM; in the data active = inhibition above about 60%
CHRM4 PAM = human M4 muscarinic receptor positive allosteric modulators, primary screen, CHO-K1 cells, Fluo-8 calcium fluorescence; 0.4% of 360,000 active; activation, % at 3 µM; CHO-K1 hM4/Gqi5, ACh EC20; 0% = ACh EC20, 100% = maximal ACh;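 active = activation above its plate's cutoff, the mean activation of sample wells plus 3 SD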; also: some results filed as inactive read as strong as hits
Starred values were filed as active, the others as inactive; . = no result given.

SMILES	GalR3 antagonist	MEKK3 PB1 HTS	CRFR2-BP ag	CRFR2-BP antag	IDE cell activ	IDE cell inh	p-CIP stab down	PHOSPHO1 block	CHRM4 PAM
COc1ccc(CCNC(=O)Cn2cnc3c(nnn3Cc3ccc(C)cc3)c2=O)cc1OC	-7.2	99.0	-0.8	-18.1	6.3	3.7	0.7	0.1	6.9
Nc1ncc(Br)cc1S(=O)(=O)NCCC(=O)N1CCN(c2ccccn2)CC1	-2.4	100.0	0.2	7.8	3.5	6.7	-5.0	-5.0	-14.6
N#Cc1cc(-c2ccccc2)nnc1Oc1ccccc1Cl	-2.6	100.0	9.9	12.1	3.0	0.4	-4.7	4.3	-2.5
CCCCCN(C(=O)COC(=O)Cc1c(C)nc2ccccc2c1C)c1c(N)n(CCCC)c(=O)[nH]c1=O	0.3	.	0.5	-7.1	1.2	-2.4	.	.	2.1
CS(=O)(=O)N(Cc1ccccc1Cl)c1ccc(C(=O)NCc2ccccn2)cc1	-1.6	98.0	-0.5	10.9	-2.2	-1.8	-5.2	5.9	5.4
O=c1c2cccnc2n(-c2ccccc2)n1Cc1ccc(Cl)cc1	-3.9	92.0	1.3	-3.7	4.7	1.7	0.0	44.8	22.1*
CCOC(CN=c1nc(N(C)C)ss1)OCC	-3.7	.	0.4	-26.6	-2.0	.	.	.	3.3
Cc1cc(C(=O)N/N=C/c2ccc(C)s2)n[nH]1	-8.2	102.0	0.2	-7.1	-2.4	1.4	4.3	-21.7	12.3
Cc1cc(/C=C2/C(=O)N(C)C(=S)N2C)ccc1N1CCCC1	-2.8	99.0	80.8*	-136.4	-45.3	26.3*	-121.7	17.9	3.5
CS(=O)(=O)N(CC(=O)NC1CCCC1)Cc1ccc(F)cc1	2.1	106.0	-0.2	-1.7	5.9	-1.1	-4.3	24.6	1.4
C=CCNC(=O)c1ccc(-n2cccc2)cc1	-1.3	138.0*	-2.7	1.2	-1.6	-4.2	16.5	11.2	0.1
O=C(CSc1nnc(Cn2c(=O)sc3ccccc32)n1CCc1ccccc1)N1CCOCC1	3.1	100.0	-1.4	6.3	3.1	3.0	-11.8	39.3	-0.6
C[C@@H]1CN([C@@H](C)CO)S(=O)(=O)c2ccc(-c3ccccc3)cc2O[C@@H]1CN(C)Cc1ccccc1C(=O)O	-1.7	.	5.6	8.9	.	.	.	.	8.4
Cc1cc(=O)oc2ccc(OCC(=O)NCc3ccco3)cc12	-3.8	102.0	-0.5	26.8	0.0	-2.3	1.8	21.6	1.3
O=C(CCn1nnc(-c2cccs2)n1)N1CCc2ccccc2C1	1.0	.	0.1	-1.7	0.6	-0.8	-12.1	-51.0	-2.4
O/N=C/c1cc(Br)ccc1OCc1ccccc1F	-6.0	116.0	3.2	-11.5	3.1	2.1	.	.	-3.6
CN1C(=S)SC(/[N+]([O-])=C\c2cccs2)C1(C)C (configuration not stated)	4.5	105.0	0.0	0.9	-0.9	1.4	7.9	-4.2	7.2
CCOC(=O)CNC(=O)c1cccnc1Oc1ccc(Cl)cc1	1.5	102.0	1.3	-1.4	7.5	5.9	-5.4	24.6	2.8
O=C(Nc1ccc2c(c1)OCO2)C1CCN(C(=O)c2ccc([N+](=O)[O-])cc2)CC1	-6.0	86.0	4.2	15.7	-3.4	5.3	11.4	30.5	-7.9
Cc1cccc(OC2CCN(Cc3nc(CC4CC4)no3)CC2)c1	4.1	95.0	-1.2	15.3	3.8	-8.2	-5.6	31.1	3.9
O=C(Cn1cccn1)N1CCCC(N2CCN(Cc3ccc4c(c3)OCO4)CC2)C1 (configuration not stated)	0.5	95.0	0.9	-1.1	4.7	-2.0	-3.8	52.9	0.0
O=C(CCC1CCCN(C(=O)c2cc(C3CC3)[nH]n2)C1)N1CCN(c2ccccn2)CC1 (configuration not stated)	-4.7	95.0	1.4	19.4	-2.4	-2.7	-8.9	35.3	-2.1
CC(=O)OCCCN1C(=O)c2cccc3cc(Br)cc(c23)C1=O	.	109.0	.	.	.	1.4	11.9	20.1	.
O=[N+]([O-])c1ccc2c(c1)C(N1CCOCC1)/C(=C/COc1ccc3ccccc3c1Br)O2 (configuration not stated)	-3.0	100.0	2.2	1.5	-0.6	-0.2	-1.6	25.3	6.6
Cc1ccc(-n2c(SCC(=O)c3c(N)n(C4CC4)c(=O)[nH]c3=O)nnc2N2CCOCC2)cc1	-3.8	.	0.6	-4.6	3.2	.	.	.	1.2
O=C(CN1CCc2ccccc21)NCc1ccc2c(c1)OCO2	-6.5	98.0	0.0	-4.8	3.0	1.1	5.2	3.2	-0.2
COc1ccc(C(=O)OCc2ccc(C)cc2)cc1S(=O)(=O)N1CCOCC1	-7.7	.	-0.6	4.1	3.8	0.3	.	.	-1.7
O=C(c1cccc(Cl)c1)N1CCCc2ccccc21	-9.2	105.0	-0.3	12.9	3.0	7.6	14.9	14.9	3.8
O=C(NCCS(=O)(=O)N1CCN(c2ccc(F)cc2)CC1)c1ccco1	-3.5	.	-2.1	10.5	1.2	1.8	.	.	-3.5
CCOC(=O)C(C#N)C(=N)C1C(=O)OC2CCCCC21 (configuration not stated)	-4.7	.	1.9	-5.6	.	.	.	.	0.6
c1ccc(-c2ccc(CN3CCN(c4ncccn4)CC3)cc2)cc1	-3.8	99.0	-2.0	8.1	5.9	4.2	7.7	23.1	-7.8
O=C(/C=C/Nc1ccccc1Oc1ccccc1)c1ccco1	-6.7	110.0	-2.1	9.0	2.5	4.8	-27.3	27.4	-3.6
CC(C)NC(=O)Nc1cccc2c1O[C@@H](CN(C)S(=O)(=O)c1ccc(F)cc1)[C@@H](C)CN([C@H](C)CO)C2=O	-4.7	.	-0.1	-0.5	1.2	0.5	.	.	2.3
Cc1ccc(S(=O)(=O)NC(=O)Nc2nccs2)cc1	-6.2	97.0	0.2	-3.7	2.5	-0.4	-4.5	-117.5	5.3
NC(=O)NC(=O)COC(=O)/C=C/c1cccs1	4.3	97.0	-1.2	-6.8	0.9	-2.8	4.5	-9.9	-4.8
NS(=O)(=O)c1cc(Br)c2c(c1)S(=O)(=O)NCN2	-3.0	.	2.7	-15.1	.	.	.	.	-5.0
CCCCCCCCCCCC(=O)N1CC(=O)NC(=O)C1	0.7	102.0	-0.1	5.4	.	12.6	-3.5	23.1	-6.3
CCN1CCN(C(=O)CS(=O)Cc2nc(-c3cccc(C)c3)oc2C)CC1 (configuration not stated)	-4.8	100.0	-0.2	-14.7	4.6	-2.1	12.3	29.3	4.6
COc1cccc(C(=O)N2CCC(O)(c3cccnc3)CC2)c1	-3.8	99.0	-0.2	8.8	1.8	2.0	-2.7	24.5	-0.1
O=C(CNC(=O)c1cccs1)NCCN1CCN(Cc2ccccc2)CC1	-0.7	97.0	1.9	7.4	1.9	-1.9	-2.4	11.0	1.8
COc1ccc(NC(=O)c2cc3nc(-c4ccccc4)cc(-c4ccccc4)n3n2)c(OC)c1	-4.6	100.0	0.8	3.7	5.3	-1.6	-15.1	9.9	-0.6
Cc1ccccc1C(=O)NNC(=O)C1CCN(c2ncccn2)CC1	-7.9	95.0	1.1	2.1	1.3	-1.0	-8.8	4.0	0.5
Cc1ccc(S(=O)(=O)N2CCN(C(=O)c3ccco3)CC2)cc1C	-5.0	100.0	-6.0	-2.3	-7.2	5.3	-10.7	15.6	-12.8
Cc1nc(NN)c2c3c(sc2n1)COC(C)(C)C3	-7.2	102.0	3.3	-5.4	-2.8	-0.7	-2.1	24.1	-4.2
COC1=CC(=O)c2ccccc2C1=O	.	.	-2.2	-8.9	3.1	2.9	.	.	-1.2
O=C(NCC(c1cccs1)N1CCOCC1)C1CCN(S(=O)(=O)c2cccc(C(F)(F)F)c2)CC1 (configuration not stated)	5.8	.	-0.5	1.2	3.4	1.3	.	.	9.7
Cc1c(N2C(=O)/C(=C/C3CC=CCC3)SC2=S)c(=O)n(-c2ccccc2)n1C (configuration not stated)	-3.7	101.0	3.3	-5.6	.	2.7	-13.1	-14.8	-7.4
CCC(=O)Nc1c2c(nn1-c1ccc([N+](=O)[O-])cc1)CS(=O)(=O)C2	-13.3	102.0	-4.7	-14.0	4.1	-0.2	-1.0	15.9	-2.7
CC(C)(C)C(=O)CCN1C(=O)C2(OCCO2)c2ccccc21	1.0	104.0	0.3	-2.8	-0.6	7.4	-14.9	-10.0	1.0
COc1ccc(OC)c(C(=O)COC(=O)c2cccnc2SC)c1	-2.6	.	-0.8	24.0	4.9	.	.	.	2.1
OC(c1ccccc1)c1cccnc1 (configuration not stated)	-0.3	104.0	-0.9	5.1	1.1	3.2	-8.7	4.5	-3.1
CCOC(=O)CSc1ccc(S(=O)(=O)N2CCC(C)CC2)cc1[N+](=O)[O-]	-1.2	105.0	1.4	-12.4	2.7	8.3	7.2	-2.6	-12.2
Cn1ncc(C(N)=O)c1NC(=S)NC(=O)c1ccc(Br)o1	-5.0	92.0	-0.3	16.2	4.6	8.0	-0.3	80.3*	-0.7
COc1ccc(Cl)cc1NC(=O)c1c(-c2ccccc2)noc1C	-2.5	105.0	0.2	-8.2	2.5	2.7	-1.4	8.7	-10.9
CCn1nc([N+](=O)[O-])c2c(-c3nc4ccccc4o3)c(N)n(CCCOC)c2c1=O	-3.5	100.0	0.0	-6.4	3.2	-0.8	-11.8	95.9*	0.9
O=C(CCNC(=O)c1ccccc1Cl)NCC(c1ccc(F)cc1)N1CCOCC1 (configuration not stated)	6.2	.	2.5	-2.0	2.7	5.6	.	.	-3.6
CCC(C)(C)C1CCC2(CC1)NC(=O)N(CC(=O)NCCc1c[nH]c3ccccc13)C2=O (configuration not stated)	-4.6	.	-0.4	-30.6	3.5	-2.3	.	.	14.8
Cc1ccc(-n2nc3c(=O)n(CCCC(=O)NCc4ccccc4F)nc(C)c3c2C)cc1	2.0	99.0	-0.2	-4.5	0.6	1.3	1.4	54.1	-5.0
COc1cc(NC(=O)COC(=O)CCc2nc3ccccc3c(=O)[nH]2)cc(OC)c1	-2.4	.	-2.0	-2.7	1.3	-2.6	.	.	2.8

Reprinted at random: two entries already listed.
SMILES	GalR3 antagonist	MEKK3 PB1 HTS	CRFR2-BP ag	CRFR2-BP antag	IDE cell activ	IDE cell inh	p-CIP stab down	PHOSPHO1 block	CHRM4 PAM
Cc1c(N2C(=O)/C(=C/C3CC=CCC3)SC2=S)c(=O)n(-c2ccccc2)n1C (configuration not stated)	-3.7	101.0	3.3	-5.6	.	2.7	-13.1	-14.8	-7.4
COc1ccc(Cl)cc1NC(=O)c1c(-c2ccccc2)noc1C	-2.5	105.0	0.2	-8.2	2.5	2.7	-1.4	8.7	-10.9

Among those listed so far, these have an aryl thioether with sulfur outside any ring:
SMILES	GalR3 antagonist	MEKK3 PB1 HTS	CRFR2-BP ag	CRFR2-BP antag	IDE cell activ	IDE cell inh	p-CIP stab down	PHOSPHO1 block	CHRM4 PAM
O=C(CSc1nnc(Cn2c(=O)sc3ccccc32)n1CCc1ccccc1)N1CCOCC1	3.1	100.0	-1.4	6.3	3.1	3.0	-11.8	39.3	-0.6
Cc1ccc(-n2c(SCC(=O)c3c(N)n(C4CC4)c(=O)[nH]c3=O)nnc2N2CCOCC2)cc1	-3.8	.	0.6	-4.6	3.2	.	.	.	1.2
COc1ccc(OC)c(C(=O)COC(=O)c2cccnc2SC)c1	-2.6	.	-0.8	24.0	4.9	.	.	.	2.1
CCOC(=O)CSc1ccc(S(=O)(=O)N2CCC(C)CC2)cc1[N+](=O)[O-]	-1.2	105.0	1.4	-12.4	2.7	8.3	7.2	-2.6	-12.2
